D1 ag – human D1 receptor agonism | P21728 | HEK293 T-REx D1 cells, calcium flux, agonist mode | activation, % at 2 µM | 1% of 360,000 active; in the data active = activation above about 30%; also: 0% is about no effect
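Agonism was scored from calcium flux recorded over 180 s (1 read/s) after pintool compound addition, following a 10-cycle baseline. Cells were inducible force-coupled HEK293 TREx D1, plated overnight at 30 C and loaded with no-wash calcium dye.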
RXFP1 antag – RXFP1 (human) relaxin receptor antagonism. Q9HBX9. activity change, negative = inhibition, % at 57.5 µM. HEK293-RXFP1, relaxin-stimulated cAMP HTRF, 30 min; hits give low values. AID 1259400. 0.59% of 350,000 active;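 active = activity change of -60% or lower, but not beyond a set lower limit; inconclusive = change between -60% and -40%, or beyond the set limit; inactive = change above -40%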; also: % is scaled to controls: 0 for no effect and ±100 for the full control effect
D2 potentiator – D2 dopamine receptor (human) potentiation | AID 485347 | 0.34% of 340,000 active | HEK293 T-REx D2, calcium flux, EC20 dopamine potentiation | potentiation, % at 10 µM | P14416;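 active = potentiation over 3 SD above the plate norm, cut at about 30% in these data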; also: 0% is about no effect
Target sequence (P14416 whole entry, looked up): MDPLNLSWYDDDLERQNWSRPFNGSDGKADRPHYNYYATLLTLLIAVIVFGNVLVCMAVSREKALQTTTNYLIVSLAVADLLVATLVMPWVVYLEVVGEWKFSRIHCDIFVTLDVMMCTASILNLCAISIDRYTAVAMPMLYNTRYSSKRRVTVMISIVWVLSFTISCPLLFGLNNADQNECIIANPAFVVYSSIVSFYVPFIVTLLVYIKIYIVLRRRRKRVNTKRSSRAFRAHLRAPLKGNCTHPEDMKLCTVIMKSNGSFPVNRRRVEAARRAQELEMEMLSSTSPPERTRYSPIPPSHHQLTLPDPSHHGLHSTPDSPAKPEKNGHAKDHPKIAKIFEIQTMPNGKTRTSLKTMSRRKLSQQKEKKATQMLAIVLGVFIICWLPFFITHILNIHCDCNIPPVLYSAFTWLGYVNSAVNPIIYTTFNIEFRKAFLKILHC
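Potentiation of an EC20 dopamine calcium response is measured in a force-coupled, tetracycline-inducible Hek293 Trex D2 line. Compound-only kinetic reads over 180 s flag agonists before dopamine addition.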
Vif-APOBEC3G blk – blocks the Vif interaction with human APOBEC3G | 0.076% of 410,000 active | AID 602310 | Potency, µM (series often up to 46.1 µM), without a hit: at the top dose activity, negative = active, hits mostly inhibitors | HeLa A3G-eYFP + Vif (tagged APOBEC3G with the HIV-1 protein that degrades it), YFP fluorescence, overnight;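 also: potency is read from the fitted curve at half-maximal effect; % is scaled to controls: 0 for no effect and ±100 for the full control effect; nearly all actives have a fitted effect of over 60% in size; hits raise eYFP signal because A3G escapes Vif-driven loss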
Target sequence (Q9HC16 whole entry, looked up): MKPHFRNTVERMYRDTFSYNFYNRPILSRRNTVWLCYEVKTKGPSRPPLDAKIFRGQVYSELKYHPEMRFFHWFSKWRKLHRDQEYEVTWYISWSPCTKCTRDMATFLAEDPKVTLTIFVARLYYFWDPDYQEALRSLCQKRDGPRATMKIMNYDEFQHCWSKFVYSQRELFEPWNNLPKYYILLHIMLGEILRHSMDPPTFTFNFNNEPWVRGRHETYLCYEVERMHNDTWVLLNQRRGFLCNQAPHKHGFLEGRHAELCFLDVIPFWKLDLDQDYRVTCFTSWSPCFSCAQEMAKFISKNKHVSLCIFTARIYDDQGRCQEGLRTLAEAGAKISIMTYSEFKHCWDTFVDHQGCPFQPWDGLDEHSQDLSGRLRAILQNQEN
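Read-out is eYFP fluorescence (Ex 488/Em 500-530) from Vif-expressing HeLa A3G-eYFP cells; more signal means A3G escaped Vif-mediated degradation. Cells plated overnight, compound pinned in, incubated overnight at 37 deg C.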
GRP78 ERSR act – induces the endoplasmic reticulum stress response in human glioma cells; U87-MG GRP78 promoter luciferase reporter, 16 h; Potency, µM, inactives show at the top dose activation, actives largely listed as activators; 0.02% of 420,000 active; also: potency is read from the fitted curve at half-maximal effect; series mostly up to about 76 µM; % of control where 0% means no effect; nearly all actives have a fitted effect of over 35% in size
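Stably transfected U87-MG glioma cells carrying a GRP78-based luciferase sensor; 16 h compound incubation. Luminescence end-point read 10 min after Bright-Glo addition at room temperature.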
D1 antag – blocks dopamine activation of the human D1 receptor; P21728; HEK293 TREx D1 cells, calcium flux, dopamine EC80; hits give low values; activity change, negative = inhibition, % at 10 µM; 3.2% of 360,000 active; in the data active = activity change below about -30%; also: % is scaled to controls: 0 for no effect and ±100 for the full control effect
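Antagonism measured as reduced calcium response to an EC80 dopamine addition following 180 s compound pre-read; cells were inducible HEK293 Trex D1 plated overnight at 30 C, read kinetically at 1 cycle/sec.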
D1 PAM – enhances dopamine response at the human D1 receptor; P21728; HEK293 TREx D1 cells, calcium flux, dopamine EC20 potentiation; potentiation, % at 10 µM; 0.036% of 360,000 active; AID 504651; in the data active = potentiation above about 30%; also: 0% is about no effect
RXFP1 agonist – agonists of human relaxin receptor RXFP1. Q9HBX9. HEK293T-RXFP1 cAMP TR-FRET, 30 min; response scale: percent of porcine relaxin response, buffer zero. Potency, µM (highest dose often 57.5 µM), for inactives: at the top dose activation, hits mostly activators. 0.3% of 370,000 active; also: potency is read from the fitted curve at half-maximal effect; % is scaled to controls: 0 for no effect and ±100 for the full control effect; nearly all actives have a fitted effect of over 60% in size; many of its hits are not listed in these tables
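Agonist response is measured as cAMP accumulation in an RXFP1-transfected HEK293T line under PDE4 inhibition. Values are scaled between buffer-only and 29 nM porcine relaxin, and EC50s come from standard Hill equation fits.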
Vif-APOBEC3F blk – Vif-A3F binding inhibition; AID 602313; HeLa A3F-eYFP + Vif (tagged APOBEC3F with the HIV-1 protein that degrades it), YFP fluorescence increase; Potency, µM (top dose mostly 46.1 µM), inactives show at the highest dose activity, negative = active; 0.2% of 390,000 active; also: potency is read from the fitted curve at half-maximal effect; % of control where 0% means no effect; nearly all actives have a fitted effect of over 65% in size
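HeLa cells stably expressing A3F-eYFP plus Vif, plated and incubated overnight at 37 deg C, then exposed to compounds overnight at 37 deg C. Blocked degradation read as raised yellow fluorescence (Ex 488/Em 500-530).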
* hit, by the source's call; ? = inconclusive; nt = no result given; & = joins results of further samples. Unless noted, calls follow the shape of the dose curve; as a rule, active = well fitted curve in the direction sought with a large enough effect; inconclusive = small, poorly fitted or top-dose-only effect, or another doubt; inactive = no such curve, though single readings can be large; an effect the other way counts as inactive or inconclusive.

D1 ag	RXFP1 antag	D2 potentiator	Vif-APOBEC3G blk	GRP78 ERSR act	D1 antag	D1 PAM	RXFP1 agonist	Vif-APOBEC3F blk	molecule
4	-12	4	-2%	3%	7	-3	1.4%	1%	COc1ccccc1NC(=O)C(=O)NCC1COc2ccccc2O1 (centres undefined)
0	3	10	5%	-4%	1	-2	-0.2%	9%	CC(=O)NC(Cc1cc(C)ccc1C)C(=O)N1CCN(C(=O)c2ccccc2Br)CC1 (centres undefined)
2	0	6	1%	-3%	10	-2	-0.6%	5%	COc1ccc(NC(=O)N2CCCc3cccc(C)c32)cc1
5	5	9	1%	-1%	6	0	-1.2%	7%	COc1cc2ccc3c(CCN(C)C)cc(OC)c(OC)c3c2cc1OC
0	6	9	1%	8%	6	5	-0.5%	-4%	CC(C)c1nnc(NC(=O)c2cnccn2)s1
0	-1	-2	1%	-5%	-9	1	6.4%	-8%	CC(=O)N1CCc2cc(Br)cc(S(=O)(=O)N3CCC(C(=O)Nc4cccc(C)c4C)CC3)c21
0	5	-4	-2%	-7%	4	nt	-0.1%	2%	CCn1c(C)cc(C(=O)CSc2nnnn2C2CCCC2)c1C
5	nt	-17	1%	-5%	-19	-11	2.1%	0%	CCN1C(=O)[C@@H]2[C@@H](c3ccc(-c4ccc5c(c4)OCO5)c(OC)c3)N3CCCC[C@@]3(C(=O)OC)[C@@H]2C1=O
0	9	6	1%	0%	-5	-1	1.0%	-4%	CCOc1ccc(C(=O)Nc2ccccc2OCc2cc(=O)n3ccccc3n2)cc1
0	-5	2	2%	1%	1	-8	-0.2%	-8%	O=S(=O)(c1ccc(Cl)cc1)c1cnc(-c2cccnc2)nc1-c1ccccc1
4	8	9	3%	2%	6	0	2.2%	-8%	COc1cc2c(c(OC)c1O)C(=O)CO2
6	4	-6	3%	2%	nt	-3	0.1%	-7%	CCC(=O)N1CCN(c2nc3c(C)cccc3s2)CC1
2&3	-13	3&6	4%&0%	0%&-1%	5&5	-4&2	-1.2%&5.7%	-2%&-7%	CCC(=O)Nc1nnc(S(=O)(=O)N2c3ccccc3CC2C)s1 (centres undefined)
1	-3	-12	6%	-2%	9	-5	-4.3%	6%	Cc1cccc(C(=O)N[C@H](C(=O)NCCc2ccc(Cl)cc2)C(C)C)c1
2	1	-4	3%	-6%	-13	-6	-2.4%	3%	CCCCNC(=O)NCC(=O)Nc1ccc(F)c(F)c1
6	-4	-2	1%	-2%	-13	1	2.4%	16%	O=C(/C=C/c1ccccc1)OCCN=C1NS(=O)(=O)c2ccccc21
-1	2	16	0%	-2%	-9	-5	5.9%	-9%	COc1ccc(-c2cc(C(F)(F)F)n3nc(C(=O)N4CCCCC4)cc3n2)cc1OC
3	-10	-11	1%	6%	9	nt	5.1%	2%	COCCCNc1oc(-c2ccccc2F)nc1C#N
1	-17	4	-4%	-2%	-5	1	-5.3%	-3%	O=C(CSc1nc2c(c(=O)[nH]1)CN(Cc1ccc3c(c1)OCO3)CC2)Nc1ccc(F)cc1
nt	15	nt	3%	-2%	nt	nt	nt	1%	COc1ccc(C(=O)C(C)OC(=O)CN2C(=O)c3ccccc3C2=O)cc1 (centres undefined)
0	0	-4	-4%	-4%	20	-3	2.5%	nt	Cc1nn(C(=O)N2CCOCC2)c(C)c1C
1	3	9	2%	-4%	1	0	3.0%	1%	COCCn1c(Sc2ccccc2)nc2c1c(=O)[nH]c(=O)n2C
-2	-2	23	6%	-2%	9	6	-0.1%	-4%	O=C(Cn1nnc2ccccc21)OCC(=O)c1ccccc1
2&3	32&-7	-3&-7	5%&-3%	1%&-1%	4&-9	-5&-4	-0.6%&1.1%	3%&-8%	O=C(CN1C(=O)COc2ccc(S(=O)(=O)N3CCCCC3)cc21)NCc1ccccc1Cl
1	-7	-3	-9%	-4%	5	4	6.5%	3%	O=C(OCc1cccc([N+](=O)[O-])c1)c1ccncc1
2	-8	17	1%	-5%	1	0	-0.4%	5%	Cc1ccc(CNC(=O)c2ccc(CS(=O)(=O)Cc3ccc(F)cc3)o2)cc1
0	-2	5	1%	3%	-2	4	-4.4%	0%	Cc1nn(C)c(Oc2ccccc2)c1CCNC(=O)C(C)(C)C
1	3	nt	0%	-5%	6	0	0.6%	0%	Cc1noc(NC(=O)c2ccccc2C(F)(F)F)c1C#N
0	1	-4	1%	-5%	18	5	0.3%	-31%	Cc1ccc(CN(C(=O)c2ccco2)C(C(=O)NC2CCCC2)c2cccnc2)cc1 (centres undefined)
0	1	-1	1%	-1%	7	0	11%	8%	CCCSc1nc2sc3c(c2c(=O)[nH]1)CC(C)(CC)OC3 (centres undefined)

Next section
D1 ag	RXFP1 antag	D2 potentiator	Vif-APOBEC3G blk	GRP78 ERSR act	D1 antag	D1 PAM	RXFP1 agonist	Vif-APOBEC3F blk	molecule
0	-8	-8	-4%	-3%	-3	-1	0.1%	3%	O=C(c1cccnc1)N1CCCc2ccccc21
2	10	-9	-2%	-3%	10	-1	0.1%	-14%	O=C(COc1cc(Cl)ccc1Cl)N1CCNC1=O
7	nt	-3	0%	-4%	6	-5	0.2%	4%	O=C1[C@H]2[C@@H](c3ccc(Cl)cc3)N3C(=O)N(c4cccc(Cl)c4)C(=O)[C@@]3(Cc3ccc(Cl)cc3)[C@H]2C(=O)N1C1CCCCC1
5	8	9	3%	-5%	-24	-5	-0.3%	6%	COc1ccc(CCNC(=O)C(=O)NCC2OCCN2S(=O)(=O)c2ccc(F)cc2)cc1 (centres undefined)
0	1	-8	2%	0%	7	-6	0.9%	-1%	O=C(/C=C/c1ccccc1)N(c1ccccn1)C1CCCCC1
0	nt	13	-5%	5%	0	-2	5.0%	5%	CC(=O)Nc1ccc(Nc2ncnc3sc4c(c23)CCCC4)cc1
5	5	10	-9%	-2%	-1	-4	?	-2%	COc1ccc2nc(NC(=O)CSc3nc4ccccc4o3)sc2c1
-1	8	-5	1%	-7%	10	-7	-0.8%	6%	Cc1ccc(CNC(=O)CN(Cc2ccccc2)S(C)(=O)=O)cc1
0	2	-6	-5%	-1%	3	-7	1.7%	-1%	O=C(CN1C(=O)NC2(CCCCC2)C1=O)Nc1cccc(Cl)c1Cl
2	0	11	-3%	8%	-16	-3	-0.2%	-3%	COCCN(CCOC)c1ncnc2c1cnn2-c1ccc(Cl)cc1
0	-14	nt	0%	-7%	10	-3	9.0%	11%	COc1ccc(/C(C)=N/Nc2ccc(C(=O)O)cc2)c(OC)c1
0	2	-17	-6%	1%	-4	-1	2.2%	0%	CCOc1ccccc1C(=O)Nc1cc(OC)ccc1OC
2	-2	-5	0%	-4%	-26	-4	3.5%	-8%	CCOc1ccc(C(CC(=O)O)n2cnnn2)cc1OC (centres undefined)
1	20	12	1%	-5%	-4	-8	3.3%	-2%	COc1cccc(N2C(=O)CC(N3CCN(CCN=CC4=C(O)CC(C)(C)CC4=O)CC3)C2=O)c1 (centres undefined)
9	-2	-4	1%	9%	-20	-5	-0.8%	-13%	COC(=O)c1c(C)[nH]c(O)c1C=Nc1ccc(Oc2ccccc2)cc1
1	-9	5	-6%	-3%	1	-5	1.0%	-12%	COC(=O)CCCCC(=O)C1C(=O)CC(C)(C)C(C(=O)OC)C1=O (centres undefined)
17	-7	14	-5%	-3%	-41*	-4	2.5%	-1%	COC(=O)c1ccc(-c2noc(CN(C)Cc3ccncc3C)n2)cc1
2	17	18	-5%	-2%	1	-6	-0.9%	-3%	CC(=O)c1ccccc1NC(=O)COC(=O)c1ccccc1NC(=O)c1ccccc1
1	-2	-4	0%	-4%	-4	-2	2.0%	-7%	Cc1nnc(SCc2cc(=O)oc3ccc4ccccc4c23)n1Cc1ccccc1
4	3	7	-4%	-1%	nt	3	0.2%	-4%	CCN1CCN(C(c2ccccc2Cl)c2sc3nc(-c4ccco4)nn3c2O)CC1 (centres undefined)
4	-9	8	0%	-3%	-12	-3	9.0%	5%	O=C(NCCNc1ccc(Cl)cc1[N+](=O)[O-])c1cccnc1

Sorted by count of non-hydrogen atoms (lowest first): six of the compounds above
D1 ag	RXFP1 antag	D2 potentiator	Vif-APOBEC3G blk	GRP78 ERSR act	D1 antag	D1 PAM	RXFP1 agonist	Vif-APOBEC3F blk	molecule
2	10	-9	-2%	-3%	10	-1	0.1%	-14%	O=C(COc1cc(Cl)ccc1Cl)N1CCNC1=O
0	2	-17	-6%	1%	-4	-1	2.2%	0%	CCOc1ccccc1C(=O)Nc1cc(OC)ccc1OC
0	1	-8	2%	0%	7	-6	0.9%	-1%	O=C(/C=C/c1ccccc1)N(c1ccccn1)C1CCCCC1
-1	8	-5	1%	-7%	10	-7	-0.8%	6%	Cc1ccc(CNC(=O)CN(Cc2ccccc2)S(C)(=O)=O)cc1
2	0	11	-3%	8%	-16	-3	-0.2%	-3%	COCCN(CCOC)c1ncnc2c1cnn2-c1ccc(Cl)cc1
1	-2	-4	0%	-4%	-4	-2	2.0%	-7%	Cc1nnc(SCc2cc(=O)oc3ccc4ccccc4c23)n1Cc1ccccc1

This is a subset. The share of hits here may be higher or lower than overall.
